Rv3671c protease – inhibits the M. tuberculosis serine protease Rv3671c | AID 2606 | inhibition, % at 5.96 µM | P9WHR9 | 320,000 tested, 0.048% active; in the data active means inhibition above about 38%;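 further: extracellular domain of Rv3671c used as enzyme; 0% = enzyme with DMSO and 100% = no enzyme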
Target sequence (P9WHR9 whole entry, looked up, the tested form may be a part): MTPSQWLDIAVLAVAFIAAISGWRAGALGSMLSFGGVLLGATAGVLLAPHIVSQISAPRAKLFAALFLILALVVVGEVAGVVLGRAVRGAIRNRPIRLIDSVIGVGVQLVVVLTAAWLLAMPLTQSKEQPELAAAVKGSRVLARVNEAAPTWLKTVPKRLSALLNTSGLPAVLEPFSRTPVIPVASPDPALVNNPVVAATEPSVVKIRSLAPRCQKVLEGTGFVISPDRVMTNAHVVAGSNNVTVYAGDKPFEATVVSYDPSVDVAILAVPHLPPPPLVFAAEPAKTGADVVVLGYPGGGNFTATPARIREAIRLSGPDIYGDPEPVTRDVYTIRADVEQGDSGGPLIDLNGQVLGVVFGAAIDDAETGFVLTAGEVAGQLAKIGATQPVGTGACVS
GDH-TPI inh – counter-screen for M. tuberculosis FBA inhibitors: GDH-TPI coupled enzymes; 360,000 tested, 1.2% active; GDH-TPI coupled enzyme counterscreen, NADH absorbance; inhibition, % at 4.8 µM; AID 588335; in the data active means inhibition above about 30%;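 further: 0% = DMSO wells and 100% = wells lacking the enzyme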
FBA Mtb inh – inhibitors of M. tuberculosis fructose-bisphosphate aldolase | P9WQA3 | purified M. tuberculosis FBA, fluorescence read-out | inhibition, % at 1 µM | 360,000 tested, 2.3% active; in the data active means inhibition above about 27%;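 further: 0% = vehicle and 100% = reference inhibitor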
Target sequence (P9WQA3 whole entry, looked up): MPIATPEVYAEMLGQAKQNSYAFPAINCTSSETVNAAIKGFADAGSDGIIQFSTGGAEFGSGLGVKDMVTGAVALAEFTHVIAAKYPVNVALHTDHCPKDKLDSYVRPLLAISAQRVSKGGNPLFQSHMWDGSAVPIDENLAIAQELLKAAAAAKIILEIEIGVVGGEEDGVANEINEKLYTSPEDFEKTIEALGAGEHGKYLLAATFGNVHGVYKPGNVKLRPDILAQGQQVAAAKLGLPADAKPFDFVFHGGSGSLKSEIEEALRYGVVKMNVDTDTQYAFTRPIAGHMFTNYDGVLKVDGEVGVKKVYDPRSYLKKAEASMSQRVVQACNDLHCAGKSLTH
BoNT-F LC inh – inhibitors of Botulinum neurotoxin F light chain protease. Multiplex microsphere protease cleavage assay, flow cytometry. inhibition, % at 10 µM. 360,000 tested, 0.22% active. AID 588497; in the data active means inhibition above about 35%, passing the limit was not always enough; inconclusive means no clear call, values can overlap the other calls; further: plate controls were buffer without enzyme for full effect and enzyme alone for no effect
Mtb UGM inh – Mtb UDP-galactopyranose mutase inhibition | P9WIQ1 | inhibition, % at 10 µM | 320,000 tested, 0.06% active | purified UGM, fluorescence polarization probe displacement | AID 504406; in the data active means inhibition above about 10%, passing the limit was not always enough; inconclusive means no clear call, values can overlap the other calls
Mtb BioA inh – BioA (M. tuberculosis) enzyme inhibition; purified M. tuberculosis BioA enzyme, plate reader; inhibition, % at 9.99 µM; 360,000 tested, 0.096% active; AID 602481; in the data active means inhibition above about 40%; inconclusive means no clear call, values can overlap the other calls
PrPC TRFRET – cell surface PrPC inhibition, primary TR-FRET screen; P04156; TR-FRET read-out; inhibition, % at 13.8 µM; 370,000 tested, 0.43% active; in the data active means inhibition above about 24%; further: 0% = median of the test wells and 100% = reference compound wells
FadD28 FP inh – inhibitors of Mycobacterium tuberculosis FadD28 bisubstrate binding; 360,000 tested, 0.22% active; FadD28 bisubstrate probe binding, fluorescence polarization; inhibition, % at 12.5 µM; in the data active means inhibition above about 8.5%, passing the limit was not always enough; inconclusive means no clear call, values can overlap the other calls
MazEF act – activators of E. coli MazEF toxin-antitoxin RNase | P0AE70 | activation, % at 20 µM | FAM/BHQ RNA-DNA oligo cleavage fluorescence, 5 h | AID 504720 | 350,000 tested, 0.32% active; in the data active means activation above about 50%
Target sequence (P0AE70 whole entry, looked up): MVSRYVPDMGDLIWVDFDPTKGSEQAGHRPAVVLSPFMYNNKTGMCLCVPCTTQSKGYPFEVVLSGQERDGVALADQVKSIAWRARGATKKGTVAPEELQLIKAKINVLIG
Active calls of the source: *; ? = inconclusive; . = not tested or not shown. Not a hit list; about 4.8% have a hit in one of these screens.

Key to letters: A = Rv3671c protease; B = GDH-TPI inh; C = FBA Mtb inh; D = BoNT-F LC inh; E = Mtb UGM inh; F = Mtb BioA inh; G = PrPC TRFRET; H = FadD28 FP inh; I = MazEF act
> CCOC(=O)c1[nH]c(C)c(/C(O)=C2\C(=O)C(=O)N(CCCN3CCOCC3)C2c2cccnc2)c1C (stereo not given)
  A = .; B = 23; C = -3; D = 1; E = .; F = .; G = 13; H = -3.5; I = 1

> COc1ccc(CCNc2ccncn2)cc1
  A = 4; B = 5; C = -1; D = 2; E = -0.1; F = 1.1; G = 7; H = -1.0; I = -3

> CCS(=O)(=O)N1CCC(C(=O)NC2CCCCCCC2)CC1
  A = -6; B = -2; C = 3; D = -12; E = 2.9; F = -0.3; G = 2; H = -0.3; I = 1

> C=CCn1c(COc2ccccc2)nnc1SCC(=O)N/N=C/c1cc(Cl)ccc1O
  A = 9; B = 11; C = 3; D = -7; E = -2.3; F = 0.3; G = -1; H = -0.8; I = -6

> CN1c2ccccc2-c2nc3ccccc3n2C1c1ccccn1 (stereo not given)
  A = 0; B = 9; C = 47*; D = 0; E = -0.8; F = -0.4; G = 6; H = -1.3; I = -1

> Cc1c(NC(=O)C2CCCN(S(=O)(=O)c3cnc[nH]3)C2)c(=O)n(-c2ccccc2)n1C (stereo not given)
  A = 0; B = -10; C = 5; D = -6; E = -0.5; F = -1.1; G = -3; H = 2.0; I = 7

> COc1cc(OC)c(OC)cc1/C=N/NC(=O)c1cnccn1
  A = -3; B = 5; C = -3; D = -2; E = 2.1; F = .; G = -9; H = -3.5; I = 2

> CCCC(=O)NC(Nc1ccc(S(=O)(=O)Nc2ncccn2)cc1)(C(=O)OCC)C(F)(F)F (stereo not given)
  A = -12; B = -6; C = 2; D = 4; E = -1.3; F = -0.4; G = 3; H = -3.6; I = -3

> CCCCn1c(N)c(N(CC(C)C)C(=O)CCC2CCCCC2)c(=O)[nH]c1=O
  A = -7; B = 5; C = 0; D = 4; E = 1.8; F = -1.8; G = -2; H = -1.4; I = 7

> Cc1ccc(S(=O)(=O)CC(=O)Nc2ccc(F)c(F)c2F)cc1
  A = 1; B = 0; C = -2; D = .; E = 0.4; F = -0.3; G = 5; H = -2.7; I = 9

Next part (2 carried over from the part before).
Key to letters: A = Rv3671c protease; B = GDH-TPI inh; C = FBA Mtb inh; D = BoNT-F LC inh; E = Mtb UGM inh; F = Mtb BioA inh; G = PrPC TRFRET; H = FadD28 FP inh; I = MazEF act
> CCCCn1c(N)c(N(CC(C)C)C(=O)CCC2CCCCC2)c(=O)[nH]c1=O
  A = -7; B = 5; C = 0; D = 4; E = 1.8; F = -1.8; G = -2; H = -1.4; I = 7

> Cc1ccc(S(=O)(=O)CC(=O)Nc2ccc(F)c(F)c2F)cc1
  A = 1; B = 0; C = -2; D = .; E = 0.4; F = -0.3; G = 5; H = -2.7; I = 9

> Cc1nc2ccc(NC(=O)/C=C/C(=O)O)cc2nc1C
  A = -4; B = 14; C = 1; D = 2; E = 4.2; F = .; G = 1; H = -4.0; I = 8

> CC(C)OC(=O)CSc1nnc(-c2cccnc2)n1N
  A = 3; B = 3; C = -2; D = 4; E = -1.1; F = -2.9; G = -4; H = 0.2; I = -3

> CCCCCC1CC(=O)N(Cc2ccccc2)C(=O)N1 (stereo not given)
  A = 2; B = -4; C = -2; D = 3; E = 0.5; F = -0.6; G = 0; H = -5.1; I = -9

> Cc1cccc(C(=O)N[C@H](C(=O)OCc2cc(=O)n3c(n2)sc2ccccc23)C(C)C)c1
  A = -15; B = 5; C = 3; D = 0; E = 2.1; F = .; G = 3; H = -0.8; I = 4

> CSc1ncccc1C(=O)N1CCN(S(=O)(=O)c2ccc(F)cc2)CC1
  A = 1; B = 12; C = 1; D = -26; E = 0.9; F = 0.1; G = 0; H = 0.2; I = -3

> CC(C)(O)P(C)(=O)c1ccccc1 (stereo not given)
  A = 7; B = 3; C = -1; D = -10; E = -0.4; F = -2.7; G = 4; H = 0.9; I = 2

> O=c1cnnc(N/N=C/c2ccc3c(c2)OCO3)[nH]1
  A = 3; B = 44*; C = 2; D = -8; E = 0.5; F = 0.7; G = 2; H = -1.0; I = 8

> Cc1cc2ccccn2c1C(=O)c1cccc([N+](=O)[O-])c1
  A = 1; B = 2; C = 0; D = -3; E = 0.6; F = .; G = -10; H = -0.1; I = -1

> C=CCNc1nc2cc(-c3cccc(Cl)c3)sc2c(=O)n1C
  A = .; B = 16; C = 9; D = -4; E = .; F = -0.2; G = 0; H = -2.3; I = .

> C=CCNC(=O)c1c(-c2c(F)cccc2Cl)noc1C
  A = 2; B = 6; C = -5; D = 0; E = -0.1; F = -2.6; G = .; H = -0.1; I = 1

> Cc1nnc(NC(=O)C(C)Sc2nnc(-c3ccco3)n2C)s1 (stereo not given)
  A = -7; B = -2; C = 2; D = -17; E = 1.7; F = .; G = 2; H = .; I = 7

> CCN(CC)C(=O)n1nc(C)c(CN2C(=O)c3ccccc3C2=O)c1C
  A = 2; B = -5; C = 1; D = 11; E = -1.4; F = 0.7; G = -7; H = -3.6; I = 12

> CC(=O)Nc1ccc(S(=O)(=O)Nc2nc3ccccc3nc2Cl)cc1
  A = 3; B = -3; C = -1; D = 8; E = -0.6; F = .; G = 7; H = -4.5; I = -1

> COc1cc([N+](=O)[O-])ccc1NC(=O)C[n+]1ccccc1C
  A = -11; B = 1; C = -6; D = -2; E = -0.2; F = .; G = -20; H = -4.1; I = 10

> CCN1C(=O)[C@H]2[C@@H](c3ccc(C)cc3)N3C(=O)N(c4ccc(C(F)(F)F)cc4)C(=O)[C@@]3(CC)[C@H]2C1=O
  A = -20; B = 0; C = 0; D = -5; E = -1.6; F = 1.9; G = -6; H = -3.8; I = 6

> CCN1C[C@@H]2[C@@H]3C(=O)N(Cc4ccccc4)C(=O)[C@@H]3[C@](C)(C1=O)N2C(=O)c1ccc(F)cc1
  A = .; B = -4; C = 1; D = 3; E = .; F = -0.2; G = 0; H = -2.7; I = 4

> O=C(Nc1cccc(Cl)c1Cl)c1cc(S(=O)(=O)NCCc2ccccc2)ccc1F
  A = -15; B = 5; C = 0; D = -4; E = -1.5; F = .; G = 4; H = -0.8; I = 0

> Cc1cc(C)cc(NC(=S)N(C)C)c1
  A = -1; B = -3; C = -3; D = ?; E = -1.4; F = 0.2; G = 11; H = -3.3; I = -2

> N#Cc1ccc(-c2csc(NNC(=O)c3ccccc3)n2)cc1
  A = 1; B = 3; C = 6; D = -6; E = 0.1; F = -0.9; G = -9; H = -0.9; I = 4

> CC(=O)c1ccc(N2CCN(C(=O)C(=O)c3cn(CC(=O)N4CCCCCC4)c4ccccc34)CC2)cc1
  A = 9; B = 12; C = -1; D = 7; E = 1.5; F = 0.7; G = 0; H = 0.4; I = 1

> O=C(CN1CCCC1c1cccs1)Nc1cccc(S(=O)(=O)N2CCCC2)c1 (stereo not given)
  A = -6; B = -5; C = 1; D = 4; E = -0.5; F = -0.2; G = -3; H = -4.0; I = -2

> COc1ccc(NC(=O)COc2ccc(C(=O)NCc3cccnc3)cc2OC)cc1
  A = -3; B = 3; C = 0; D = 2; E = -3.0; F = 0.0; G = 7; H = -0.8; I = 7

> Cc1ccc(NC(=O)C2CCN(C(=O)NC3CCCCC3)CC2)cc1Cl
  A = -1; B = -2; C = 1; D = -6; E = -1.5; F = -1.2; G = 1; H = -2.7; I = 0

> COCCNC(=O)/C(=C/c1ccccc1Cl)c1ccccc1
  A = -1; B = 12; C = 1; D = -6; E = -1.4; F = .; G = 1; H = -1.2; I = -1

> CCN(Cc1ccccc1)C(=O)c1cc2cc(OC)c(OC)cc2[nH]1
  A = 5; B = -3; C = 12; D = 0; E = 1.1; F = -0.5; G = -1; H = -4.1; I = -4

> CCCC(=O)NC(c1ccccc1)c1ccc2cccnc2c1O (stereo not given)
  A = 10; B = 5; C = 1; D = 18; E = 0.4; F = -0.8; G = 23; H = 3.1; I = 8

> Cc1nc(NC(=O)C2CC2)sc1C(=O)NC1CCCCC1
  A = 14; B = 5; C = 2; D = 1; E = 2.5; F = .; G = 3; H = -1.9; I = 5

> Cc1onc(-c2ccccc2)c1C(=O)OCC(=O)N(C)c1c(N)n(Cc2ccccc2)c(=O)[nH]c1=O
  A = -3; B = 4; C = 3; D = ?; E = -0.1; F = 1.2; G = -1; H = -1.4; I = 1

> COC(=O)C(=C/C=C/c1cccnc1)C(=O)OC
  A = -3; B = 5; C = -2; D = -6; E = 3.8; F = 0.6; G = 2; H = 0.5; I = 10

> COc1ccc(OCC(O)CN2CCC(CN3C(=O)c4cccc5cccc(c45)C3=O)CC2)cc1 (stereo not given)
  A = -6; B = 45*; C = 23; D = 5; E = 2.1; F = .; G = -27; H = -4.7; I = 22

> CCOc1ccc(Nc2nc(Cc3nnc(SCC(=O)NC4CCCC4)n3C)cs2)cc1
  A = -2; B = 10; C = -3; D = -6; E = 3.3; F = -0.4; G = 4; H = -2.0; I = -3

> Cc1ccc[n+](C(C)C(=O)c2ccc(Cl)cc2)c1 (stereo not given)
  A = -4; B = -6; C = 2; D = ?; E = -2.3; F = -0.8; G = 6; H = -4.1; I = 10

> Nc1nonc1-n1nnc(C(=O)c2ccccc2)c1-c1ccccc1
  A = -2; B = 11; C = -1; D = -2; E = 2.7; F = 1.3; G = -5; H = -1.1; I = 2

> CCN(CC)CCOc1ccc2c(c1)C(=NO)c1cc(OCCN(CC)CC)ccc1-2
  A = -5; B = 11; C = -2; D = 0; E = 0.0; F = 0.6; G = -17; H = -4.2; I = 3

> O=C(NC1(O)C(=O)c2ccccc2C1=O)c1c(Cl)cccc1Cl
  A = -129; B = 2; C = 0; D = .; E = 2.8; F = -2.1; G = -4; H = 1.9; I = -12

> O=C(CCc1ccc(S(=O)(=O)NCCc2ccccc2)cc1)Nc1ccc2c(c1)OCCO2
  A = -1; B = 2; C = 0; D = -4; E = 0.3; F = -1.9; G = 5; H = -1.6; I = -7

> Cc1noc(C)c1CSc1nc2ccccc2nc1NS(=O)(=O)c1ccc(Cl)cc1
  A = -16; B = 13; C = 3; D = -18; E = 0.2; F = -0.7; G = .; H = -1.0; I = 10

> CC1=NN(S(=O)(=O)c2ccc(F)cc2)C(=O)c2ccccc2O1
  A = 3; B = 6; C = 1; D = 0; E = 2.7; F = -0.6; G = 2; H = -1.5; I = -1

> COc1ccc(C(=O)CN2C(=O)NC(C)(c3ccccc3)C2=O)cc1OC (stereo not given)
  A = 0; B = -4; C = 1; D = -2; E = -2.8; F = .; G = 4; H = -2.7; I = 5

> CCN(C(=O)c1cc(S(=O)(=O)N2CCc3ccccc32)cn1C)c1ccccc1
  A = 0; B = -7; C = -2; D = -5; E = 0.1; F = -0.4; G = 10; H = -4.7; I = 7

> COc1ccc(CC(=O)NNS(=O)(=O)c2cccc([N+](=O)[O-])c2)cc1OC
  A = -8; B = 6; C = 0; D = 8; E = -3.7; F = -0.3; G = 0; H = .; I = 5

> CCn1c(SCC(=O)Nc2cc(C)on2)nnc1-c1ccc(S(=O)(=O)N2CCN(C)CC2)cc1
  A = -3; B = -10; C = 8; D = 1; E = -0.5; F = -0.1; G = -12; H = -3.0; I = 3

> CC1CC(C)OP(=O)(OCCC#N)O1 (stereo not given)
  A = .; B = 14; C = 3; D = -10; E = .; F = .; G = -7; H = -0.8; I = 11

> CN1CCN(NC(=O)c2cccc(S(=O)(=O)N3CCCCCC3)c2)CC1
  A = 11; B = 10; C = 1; D = 1; E = 2.3; F = 0.4; G = -6; H = -4.5; I = -4

> Cc1cccc(NCc2nnc(-c3ccccc3)o2)c1C
  A = -1; B = 1; C = 1; D = -6; E = 3.0; F = .; G = 12; H = 2.1; I = 2

> COc1cccc(C2CC(c3cccc(OC)c3)n3nc(N)nc3N2)c1 (stereo not given)
  A = -4; B = 15; C = 10; D = -5; E = 1.1; F = 10; G = 2; H = -1.5; I = -10

> COc1ccccc1CN1CC(C(=O)N2CCC(C(=O)c3ccccc3)CC2)CCC1=O (stereo not given)
  A = -13; B = 6; C = -2; D = -1; E = 2.6; F = 0.5; G = -6; H = -0.6; I = -1

> CC(C)C[C@@H](CNCC(=O)[C@H](CC(=O)O)NC(=O)c1[nH]cnc1C(=O)N[C@H](CN)CC(C)C)NC(=O)c1nc[nH]c1C(=O)N[C@@H](Cc1ccccc1)C(=O)O
  A = .; B = 2; C = 0; D = 9; E = .; F = -0.4; G = 0; H = 1.0; I = 4

> Cc1ccc(-c2nnc(CSc3nnc(COc4ccccc4)n3-c3ccccc3)o2)cc1
  A = -3; B = -13; C = 0; D = 6; E = -0.9; F = 12; G = 0; H = -5.8; I = 9
